Assay outcomes (PubChem)
SENP7 inh: SENP7 protease inhibition. Q9BQF6. recombinant SENP7, Z-RLRGG-aminoluciferin luminescence, 40 min. inhibition, % at 5 µM. 1.5% of 330,000 active. AID 434973;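 active = inhibition above about 50% at the single test dose, limit read from the data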;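 also: plate controls were DMSO with enzyme for no effect and no enzyme buffer wells for full effect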
PfGluPho inh: PfG6PD (Plasmodium falciparum) enzyme inhibition. PfGluPho enzyme, NADPH resazurin-diaphorase fluorescence. inhibition, % at 20 µM. 0.78% of 350,000 active. AID 504690;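 active = inhibition reaching at least a set limit at 20 µM in the primary screen, cut at about 59% in these data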;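 also: 0% = DMSO wells with substrate and 100% = DMSO wells lacking glucose-6-phosphate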
NALP3 yeast inh: blocks the NALP3 inflammasome reconstituted in yeast; inhibition, % at 10 µM; Yeast reconstituted NLRP3/ASC/caspase-1, beta-gal luminescence, 24 h; AID 2825; 0.39% of 330,000 active;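 active = inhibition of 50% or more; inactive = inhibition below 50%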;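 also: plate controls were induced DMSO wells for no effect and uninduced yeast grown without galactose for full effect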
Apaf-1 inh: inhibitors of human Apaf-1 apoptosome; reconstituted apoptosome caspase-3 activity, DEVD-Rh110 fluorescence; inhibition, % at 20 µM; 0.71% of 330,000 active; AID 489030; active = inhibition of at least 40% at 20 µM;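 also: plate controls were DMSO wells for no effect and DEVD-CHO caspase inhibitor wells for full effect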
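Material: reconstituted apoptosome with Apaf-1, cytochrome c, caspase-9, procaspase-3, dATP / Buffer or medium: pH 7.5 Hepes buffer with CHAPS, BSA, DTT / Also added: cytochrome c with DEVD-Rh110 / Schedule: compound with Apaf-1, dATP, procaspase-3 30 min, then 50 min reaction, room temperature / Technique: rhodamine 110 fluorescence at Ex 480/Em 540 nm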
SENP1 FRET inh: blocks the human SENP1 SUMO protease catalytic domain; recombinant SENP1 catalytic domain, CyPet-SUMO1-YPet FRET cleavage; inhibition, % at 10 µM; 0.21% of 360,000 active; AID 624204;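 active = inhibition at least 30% at 10 µM, raw YFP signal under a set limit, fluorescence ratio 0.5 to 1.5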;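 also: 0% = enzyme with DMSO and 100% = no enzyme wells; some results filed as inactive read as strong as hits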
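Material – human SENP1 catalytic domain · Input – SENP1 enzyme, 20 pM final · Compound dosing – single concentration of 10 µM compound, 0.5% DMSO final · Timing – enzyme reaction for 50 min at room temperature, dark · Measured by – FRET fluorescence in CFP and YFP emission channels · Control set – no-enzyme wells low, DMSO-plus-enzyme wells high control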
HKDC1 inhibitor: blocks human hexokinase HKDC1 activity; Q2TB90; 0.16% of 340,000 active; recombinant HKDC1, G6PDH/diaphorase resazurin coupled fluorescence; inhibition, % at 20 µM;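 active = inhibition above about 35% when tested at 20 µM, limit read from the data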;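 also: plate controls were DMSO wells with enzyme for no effect and DMSO wells lacking enzyme for full effect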
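Test system: recombinant HKDC1 (HK5) hexokinase enzyme, produced in-house / Doses: 20 µM test compound, 1% DMSO / Timing: 90 min, room temperature / Detection: G6PDH/diaphorase-coupled fluorescence, 1 mM NADP, 100 µM resazurin, 525/613 nm / Control set: DMSO wells with and without enzyme mix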
SENP8 block-1: blocks the human protease SENP8; Q96LD8; purified SENP8, Z-RLRGG-aminoluciferin cleavage, luminescence; inhibition, % at 10 µM; 1.2% of 330,000 active; AID 2540; in the data active = inhibition above about 50%
Target sequence (Q96LD8 whole entry, looked up): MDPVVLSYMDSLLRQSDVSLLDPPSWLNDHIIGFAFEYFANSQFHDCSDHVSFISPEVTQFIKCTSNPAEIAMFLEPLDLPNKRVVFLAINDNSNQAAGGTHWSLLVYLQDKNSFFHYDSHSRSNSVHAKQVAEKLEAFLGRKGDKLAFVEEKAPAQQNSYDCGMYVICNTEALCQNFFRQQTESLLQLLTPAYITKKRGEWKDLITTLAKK
SENP8 block-2: SENP8 (human) protease inhibition; recombinant SENP8, Nedd8 substrate fluorescence; inhibition, % at 20 µM; 0.64% of 360,000 active; AID 602440; in the data active = inhibition mostly above about 40%, no sharp cut-off; inactive = mostly below about 27%
SENP6 inh: SENP6 protease inhibition; Q9GZR1; Recombinant SENP6 catalytic domain, aminoluciferin luminescence; inhibition, % at 10 µM; 1.8% of 330,000 active;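 active = inhibition above about 50% at the single tested dose, limit read from the data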;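 also: plate controls were DMSO wells with enzyme for no effect and DMSO wells lacking enzyme for full effect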
Target sequence (Q9GZR1 628-1112 limits assumed): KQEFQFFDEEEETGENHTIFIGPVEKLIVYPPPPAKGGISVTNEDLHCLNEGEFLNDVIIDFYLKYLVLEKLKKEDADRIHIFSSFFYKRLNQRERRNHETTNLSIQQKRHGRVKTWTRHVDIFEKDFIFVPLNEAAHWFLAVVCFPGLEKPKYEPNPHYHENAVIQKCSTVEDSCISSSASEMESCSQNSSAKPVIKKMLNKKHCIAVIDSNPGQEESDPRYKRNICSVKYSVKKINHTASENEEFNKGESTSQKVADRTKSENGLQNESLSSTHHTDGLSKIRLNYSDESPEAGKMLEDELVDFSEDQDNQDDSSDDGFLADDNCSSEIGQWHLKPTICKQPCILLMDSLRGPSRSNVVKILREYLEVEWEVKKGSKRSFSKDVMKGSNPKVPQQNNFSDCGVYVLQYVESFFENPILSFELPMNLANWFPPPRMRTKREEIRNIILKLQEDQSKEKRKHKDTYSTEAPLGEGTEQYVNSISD
Active calls of the source: *; nt = no result given. The order is random (roughly 4.1% active in at least one column).

SMILES	SENP7 inh	PfGluPho inh	NALP3 yeast inh	Apaf-1 inh	SENP1 FRET inh	HKDC1 inhibitor	SENP8 block-1	SENP8 block-2	SENP6 inh
Oc1ccccc1-c1nc(N2CCCC2)c2ccccc2n1	-4	9	2	13	3	3	0	27	-16
Cc1cc(NC(=O)c2cc(-c3ccc(O)cc3)on2)no1	3	-2	23	7	-1	-3	-11	19	-34
CCOC(=O)c1ccc(NC(=O)c2cc(S(=O)(=O)N3CCOCC3)cn2C)cc1	-9	-4	7	16	1	3	-3	6	-6
Cc1ccc(NC(=O)c2c(C)noc2C)cc1	0	5	20	1	2	6	-3	20	-6
CCN/C=C(\C#N)S(=O)(=O)c1ccc(Br)cc1	-6	-8	12	-9	0	0	-5	22	-1
O=C1CC/C=C\C[C@@H](CC(=O)N(CCO)Cc2ccccc2)C(=O)N2CCC[C@H]2CO1	5	-7	21	18	0	-2	-4	6	-11
CC(C)n1c(SCC(=O)N2CCCCC2)nc2c1c(=O)n(C)c(=O)n2C	-1	-6	15	-1	0	-2	-5	7	-5
CCC(CO)Nc1ncnc2c1cnn2-c1ccc(Cl)cc1 (stereo not drawn)	3	6	16	13	0	-5	2	11	11
Cn1c(=N)n(CC(O)c2ccccc2)c2ccccc21 (stereo not drawn)	1	4	-2	0	-2	-9	9	26	-9
CC1(C)C2CCC1(C)C(SC(=N)N)C2 (stereo not drawn)	nt	11	nt	nt	1	-8	nt	14	nt
Cc1nc(C(=O)N(C)C)nn1-c1ccc(Cl)cc1Cl	5	-12	-12	7	4	-10	8	16	0
COc1ccc(N=C2C(=O)Nc3ccccc32)cc1	-3	9	23	3	-1	-9	-6	26	9
Cc1ccc2nc(C)cc(N/N=C/c3ccc(F)cc3)c2c1	-8	15	6	19	-1	0	-13	-398	-7
O=C(c1ccc(F)cc1Cl)N1CCN(CCc2ccccc2)CC1	14	-17	8	-6	-1	2	-12	10	4
O=C(O)c1cc(S(=O)(=O)N2CCOCC2)c(Sc2ccccn2)cc1Sc1ccccn1	nt	3	nt	nt	1	-1	nt	19	nt
O=C(Nc1nnc(-c2ccco2)o1)c1cccc(Cl)c1	2	-8	-4	-9	1	0	-15	17	-17
O=C(O)/C=C\C(=O)Nc1ccc(N2CCN(c3cccc(Cl)c3)CC2)cc1	5	1	11	6	7	25	1	16	19
CCN(CC)c1ccc(NC(=O)c2cnccn2)cc1S(=O)(=O)Nc1ccc(OC)cc1	-9	11	0	25	1	-4	-7	19	-19
Cc1ccc(S(=O)(=O)N2[C@@H](c3ccc(F)cc3)C(C(=O)O)=CC[C@H]2c2ccc(C(C)C)cc2)cc1	-14	-1	8	21	0	14	-9	13	0
COc1ccc(C(=O)C2CCCN(C(=O)CCc3ccccn3)C2)c(C)c1 (stereo not drawn)	3	20	24	1	-5	-12	-7	9	-25

Part of the list above in order of molecular weight, low to high.
SMILES	SENP7 inh	PfGluPho inh	NALP3 yeast inh	Apaf-1 inh	SENP1 FRET inh	HKDC1 inhibitor	SENP8 block-1	SENP8 block-2	SENP6 inh
CC1(C)C2CCC1(C)C(SC(=N)N)C2 (stereo not drawn)	nt	11	nt	nt	1	-8	nt	14	nt
Cc1ccc(NC(=O)c2c(C)noc2C)cc1	0	5	20	1	2	6	-3	20	-6
COc1ccc(N=C2C(=O)Nc3ccccc32)cc1	-3	9	23	3	-1	-9	-6	26	9
Cc1cc(NC(=O)c2cc(-c3ccc(O)cc3)on2)no1	3	-2	23	7	-1	-3	-11	19	-34
O=C(Nc1nnc(-c2ccco2)o1)c1cccc(Cl)c1	2	-8	-4	-9	1	0	-15	17	-17
Oc1ccccc1-c1nc(N2CCCC2)c2ccccc2n1	-4	9	2	13	3	3	0	27	-16
CCN/C=C(\C#N)S(=O)(=O)c1ccc(Br)cc1	-6	-8	12	-9	0	0	-5	22	-1
CCC(CO)Nc1ncnc2c1cnn2-c1ccc(Cl)cc1 (stereo not drawn)	3	6	16	13	0	-5	2	11	11
O=C(c1ccc(F)cc1Cl)N1CCN(CCc2ccccc2)CC1	14	-17	8	-6	-1	2	-12	10	4
COc1ccc(C(=O)C2CCCN(C(=O)CCc3ccccn3)C2)c(C)c1 (stereo not drawn)	3	20	24	1	-5	-12	-7	9	-25
CC(C)n1c(SCC(=O)N2CCCCC2)nc2c1c(=O)n(C)c(=O)n2C	-1	-6	15	-1	0	-2	-5	7	-5
CCOC(=O)c1ccc(NC(=O)c2cc(S(=O)(=O)N3CCOCC3)cn2C)cc1	-9	-4	7	16	1	3	-3	6	-6
O=C1CC/C=C\C[C@@H](CC(=O)N(CCO)Cc2ccccc2)C(=O)N2CCC[C@H]2CO1	5	-7	21	18	0	-2	-4	6	-11
O=C(O)c1cc(S(=O)(=O)N2CCOCC2)c(Sc2ccccn2)cc1Sc1ccccn1	nt	3	nt	nt	1	-1	nt	19	nt
Cc1ccc(S(=O)(=O)N2[C@@H](c3ccc(F)cc3)C(C(=O)O)=CC[C@H]2c2ccc(C(C)C)cc2)cc1	-14	-1	8	21	0	14	-9	13	0

Continuation.
SMILES	SENP7 inh	PfGluPho inh	NALP3 yeast inh	Apaf-1 inh	SENP1 FRET inh	HKDC1 inhibitor	SENP8 block-1	SENP8 block-2	SENP6 inh
Cn1nc(N)nc1N1CCN(c2ccc(F)cc2)CC1	-9	-10	0	-2	0	7	2	2	4
C/C(CCC12CC3CC(CC(C3)C1)C2)=N\NC(N)=S	-4	2	58*	6	1	-3	6	11	8
O=C(N/N=C/c1ccc2c(c1)OCO2)c1ccc(COCC(F)(F)C(F)F)cc1	13	1	15	0	1	10	-1	-182	4
CN(Cc1nc(-c2ccc(Cl)cc2)no1)C(=O)c1ccco1	-9	-1	12	9	-1	-5	-7	-1	2
O=C(O)c1cccc(NS(=O)(=O)c2ccc(Cl)c(C(=O)Nc3cccc([N+](=O)[O-])c3)c2)c1	-1	-18	6	-8	2	1	7	17	3
O=C(Cn1nnc(-c2ccccc2NC(=O)c2ccccc2F)n1)NC1CCCC1	9	-6	-8	4	-3	-7	5	-7	6
